# Screening data as filed in PubChem.
# Integrin act MD: activators of alpha7 integrin expression for muscular dystrophy; alpha7betagal myoblasts, beta-gal FDG fluorescence, 48 h; Potency, µM (doses to about 38.3 µM), for the others: at the top dose activation, hits mostly activators; 350,000 compounds, 0.064% hits;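 also: potency is read from the fitted curve at half-maximal effect; 100% = response of the positive control SU9516; nearly all actives have a fitted effect of over 60% in size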
#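 alpha7betagal+/- myoblasts (passage 13, 250/well) treated 48 h at 37C with compounds at 1:260 dilution of DMSO stock. Lysed, then beta-galactosidase activity read as FDG fluorescence (ex 480/em 540) after 30 min, with pre-read for autofluorescence.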
# B2AR arrestin: recruits beta-arrestin to the human beta2-adrenergic receptor. Potency, µM (top dose mostly 46.1 µM), for inactives: top-dose activation, actives largely listed as activators. beta-arrestin recruitment to beta2AR, cell-based reporter. P07550. AID 492947. 330,000 compounds, 0.02% hits;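 also: potency is read from the fitted curve at half-maximal effect; 0% = DMSO controls and full agonism = EC100 isoproterenol or metaproterenol; nearly all actives have a fitted effect of over 65% in size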
# Target sequence (P07550 whole entry, looked up): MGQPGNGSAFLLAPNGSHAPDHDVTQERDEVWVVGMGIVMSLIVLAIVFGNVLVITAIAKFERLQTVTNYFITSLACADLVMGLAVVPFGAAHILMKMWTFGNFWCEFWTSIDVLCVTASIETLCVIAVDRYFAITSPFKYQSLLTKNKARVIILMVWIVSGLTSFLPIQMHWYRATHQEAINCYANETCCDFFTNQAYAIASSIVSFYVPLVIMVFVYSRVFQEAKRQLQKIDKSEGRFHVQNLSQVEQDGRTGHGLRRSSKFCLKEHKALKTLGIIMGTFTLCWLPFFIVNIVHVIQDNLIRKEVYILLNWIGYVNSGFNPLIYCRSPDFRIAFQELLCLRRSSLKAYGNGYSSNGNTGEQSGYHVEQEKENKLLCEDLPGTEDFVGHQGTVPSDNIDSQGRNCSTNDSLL
# CXXC DNA block: MLL CXXC-DNA interaction inhibition | Q03164 | MLL-CXXC / FITC-HOXA9 DNA fluorescence polarization | Potency, µM (doses to about 115 µM), for the others: at the top dose activity change, negative = inhibition, usual class: inhibitors | 290,000 compounds, 0.037% hits | AID 2662; active = well fitted inhibition curve with a large enough effect in the polarisation, with a control signal flat, not every such curve was filed as active; inconclusive = small, poorly fitted or top-dose-only effect, or effect the other way, or a change in a side signal; inactive = no such curve, though single readings can be large or run the other way; the % refers to the polarisation; also: potency is read from the fitted curve at half-maximal effect
#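 Fluorescence polarization: 7 uM MLL-CXXC (stock) preincubated 5 min with compounds, then 50 nM fluorescein-HOX-A9 DNA (stock) added; 30 min ambient. Buffer 50 mM Tris-HCl pH 7.5, 50 mM NaCl, 1 mM DTT, 0.05% BSA.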
# BRCA1 expr up: activators of BRCA1 expression; AID 624202; MCF7-BRCA1-FFLuc reporter, luminescence, 48 h; response scale: scaled: vehicle 0%, 10 µM genistein 100%; Potency, µM (series often up to 46.1 µM), inactives show at the highest dose activation, hits mostly activators; 380,000 compounds, 1.1% hits; also: potency is read from the fitted curve at half-maximal effect; nearly all actives have a fitted effect of over 80% in size; some results filed as inactive show a strong effect at the top dose
#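 MCF7 cells carrying a BRCA1-firefly luciferase reporter (2000 cells/well, phenol-red free MEM) were attached for 2 h at 37 °C, then given compounds for 48 h. Luminescence was read 15 min after luciferase reagent; activity normalized to genistein (10 microM) and DMSO.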
# PTAP TSG101 blk: blocks PTAP/TSG101 interaction to inhibit HIV-1 budding. Q99816. Fluorescence polarization, FITC-PTAP peptide / Tsg101 binding. Potency, µM (highest dose often 115 µM), for inactives: top-dose activity change, negative = inhibition, actives largely listed as inhibitors. 340,000 tested, under 10 active; active = well fitted inhibition curve with a large enough effect in the main read-out, with a control signal flat, not every such curve was filed as active; inconclusive = small, poorly fitted or top-dose-only effect, or effect the other way, or a change in a side signal; inactive = no such curve, though single readings can be large or run the other way; also: potency is read from the fitted curve at half-maximal effect; % of control where 0% means no effect
# Target sequence (Q99816 whole entry, looked up): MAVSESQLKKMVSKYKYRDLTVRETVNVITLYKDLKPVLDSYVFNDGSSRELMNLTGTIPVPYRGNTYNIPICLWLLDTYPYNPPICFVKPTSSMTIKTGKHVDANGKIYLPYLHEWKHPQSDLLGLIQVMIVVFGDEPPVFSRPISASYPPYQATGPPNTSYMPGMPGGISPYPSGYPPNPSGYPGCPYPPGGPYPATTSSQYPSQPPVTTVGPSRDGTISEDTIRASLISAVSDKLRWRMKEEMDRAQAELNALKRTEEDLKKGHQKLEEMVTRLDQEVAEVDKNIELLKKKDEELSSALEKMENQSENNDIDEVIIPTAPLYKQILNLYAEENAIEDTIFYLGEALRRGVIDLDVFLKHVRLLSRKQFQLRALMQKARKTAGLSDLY
#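 Fluorescence anisotropy tracks displacement of a FITC-tagged PTAP peptide (50 nM) from the Tsg101 binding domain (10 uM), following a 20 min room-temperature incubation at pH 7.5.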
# ELG1 DNA repair: ELG1-dependent DNA repair inhibition | AID 504467 | 330,000 compounds, 2.3% hits | Potency, µM (titrated, usually from 46.1 µM), without a hit: top-dose activity change, negative = inhibition, hits mostly inhibitors | HEK293T ELG1-luciferase reporter, luminescence, 16 h; DNA damage induced by 5-fluorouridine; also: potency is read from the fitted curve at half-maximal effect; % is scaled to controls: 0 for no effect and ±100 for the full control effect; nearly all actives have a fitted effect of over 55% in size
#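 5-Fluorouridine DNA damage + compound/DMSO, 2,000 cells/well, 16 h, 37 °C/5% CO2. ONE-Glo, 30 min RT, luminescence. Readout = decrease in reporter signal.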
# TRPV1 ag: activates the human vanilloid receptor TRPV1. TRPV1-expressing cells, Fluo-8 calcium influx, agonist mode. Q8NER1. 320,000 compounds, 0.19% hits. AID 540275. activation, % at 8.33 µM; in the data active = activation above about 80%; inconclusive = between about 30% and that limit; also: 0% is about no effect
#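 Fluo-8 calcium influx in TRPV1-expressing cells, kinetic read (ex 480/em 520 nm). Compound added and read 3 min for agonist activity, followed by capsaicin at EC20 final and 2 min further read for enhancement.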
# TCR activator: T cell receptor activation | primary human leukocytes, anti-CD3, IL-2 HTRF, 48 h | Potency, µM (top dose mostly 9.22 µM), without a hit: at the highest dose activation of IL-2 secretion, actives largely listed as activators | 330,000 tested, under 10 active; also: % of control where 0% means no effect
#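 Readout: HTRF IL-2, Eu-cryptate/d2 antibody pair, 320nm excitation, 665nm emission. Stimulus: a-CD3 beads, no co-stimulation. Cells: primary human leukocytes. Exposure: 48 hr with compound.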
# p53 reactivation: mutant p53 re-activation in reporter cells | H1299 p53-A138V BP100-luciferase reporter, luminescence, 24 h | Potency, µM (titrated, usually from 92.2 µM), inactives show at the highest dose activity change, positive = activation, actives largely listed as activators | 320,000 compounds, 0.063% hits | AID 504706; also: potency is read from the fitted curve at half-maximal effect; % of control where 0% means no effect; nearly all actives have a fitted effect of over 45% in size
#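 H1299 (p53-null), stable ts p53-A138V + BP100-Luc; 1000 cells/well, Opti-MEM/10% FBS; cpd 4 pt, 1:5; 24 h, 37 deg C, 5% CO2; detection reagent 10 min RT; luminescence.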
# AT treatment: candidate therapy for ataxia-telangiectasia | […] A-T fibroblasts, KAP-1 phosphorylation AlphaLISA; neocarzinostatin DNA damage 30 min before lysis | Potency, µM (highest dose often 57.5 µM), for the others: top-dose activation, most hits filed as activators | 320,000 compounds, 0.19% hits; also: potency is read from the fitted curve at half-maximal effect; % of control where 0% means no effect; nearly all actives have a fitted effect of over 45% in size
#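 hTERT-immortalized A-T patient fibroblasts ([…]), 500 cells/well in OPTI-MEM, 1% FBS, got compounds for 60 min, then NCS for 30 min at 37C. Lysates were then assayed for phospho-KAP-1 by AlphaLISA (anti-pKAP1 donor, anti-KAP1 acceptor beads), 6 hr at 25C.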
# An asterisk follows results filed as active; ? = inconclusive; · = not tested or not shown; [ ] = remark or other dose. Unless noted, calls follow the shape of the dose curve; as a rule, active = well fitted curve in the direction sought with a large enough effect; inconclusive = small, poorly fitted or top-dose-only effect, or another doubt; inactive = no such curve, though single readings can be large; an effect the other way counts as inactive or inconclusive.
SMILES,Integrin act MD,B2AR arrestin,CXXC DNA block,BRCA1 expr up,PTAP TSG101 blk,ELG1 DNA repair,TRPV1 ag,TCR activator,p53 reactivation,AT treatment
CC(=O)Nc1ccc(N2CCOCC2)c([N+](=O)[O-])c1,9%,-0.3%,5%,1%,-4%,0%,1,-5%,-2%,-1%
Cc1ccc(NC(=S)N(CCCN2CCOCC2)Cc2ccco2)cc1C,-9%,-0.9%,0%,-18%,2%,0%,-4,·,-1%,3%
COc1ccc(CCNC(=O)CCOc2ccc(C(C)(C)C)cc2)cc1OC,-16%,·,·,38%,-2%,·,·,-2%,·,·
Cc1cc(NC(=O)CSc2nc(=O)n3cc(Cl)ccc3n2)no1,-16%,0.4%,·,8%,0%,7%,0,4%,15%,1%
COc1ccc(-n2c(=S)[nH]c3sc4c(c3c2=O)CCc2ccccc2-4)cc1,·,-0.5%,?,·,·,4%,1,-5%[46.1 µM],4%,-3%
CCN(Cc1ccc(NC(C)=O)cc1)CC1CCCN(CCc2cccc(OC)c2)C1 (configuration not stated),-31%,0.4%,-4%,-13%,-4%,1%,0,·,10%,1%
Cc1nc2c(sc3nc(N4CCOCC4)c4c(c32)CC(C)(C)OC4)c(-c2ccc(Cl)cc2)c1C(=O)O,-11%,-0.7%,45%[activator],-65%,-1%,?,-2,-3%,-1%,5%
CCN(CC)S(=O)(=O)c1ccc2c(c1)nc(SCC(=O)NC1CC1)n2-c1ccccc1OC,-5%,-0.1%,8%,-7%,-4%,?,13,-138%,-14%,2%
COC(=O)c1c(-c2snnc2C)n[nH]c1C,28%,5.0%,-2%,-4%,0%,?,0,-2%,-2%,-4%
CC(=O)NC(CCS(C)(=O)=O)C(=O)Nc1ccc(Cl)c(Cl)c1 (configuration not stated),-3%,0.0%,6%,14%,-1%,-3%,1,2%,-13%,-1%
C/C(=C/c1ccccc1)C(=O)N1CCN(c2ccccc2)CC1,14%,0.3%,-13%,-4%,-5%,11%,19,0%,-10%,6%
O=C(Cn1nnc(-c2ccccc2)n1)N/N=C/c1cc([N+](=O)[O-])c(Cl)cc1Cl,31%,-0.6%,-4%,4%,-3%,10%,-2,5%[46.1 µM],6%,0%
O=C(NN=C(c1ccccc1)c1ccccn1)c1ccccc1,0%,-0.7%,·,-81%,-3%,?,·,-4%,?,-10%
Cc1nc(-c2ccc(-n3nncc3-c3ccco3)cc2)cs1,0%,-0.4%,1%,25%,-6%,10%,10,-8%,0%,-5%
CC(C)c1ccc(-c2nnc(SCC(=O)NC3CC3)n2C)cc1,12%,-0.2%,-10%,24%,-6%,?,6,-6%,14%,0%
Cc1cccc(NC(=O)CSCC(=O)Nc2cccc3ncccc23)c1,-1%,-0.3%,·,-1%,-1%,-3%,5,3%,-2%,-4%
COC(=O)c1ccc(CC(=O)c2c(C)cc(O)cc2O)o1,6%,-0.2%,30%,5%,-9%,-4%,0,9%,-6%,5%
CC(=O)NCC(=O)N(C)C(C(=O)Nc1ccc2c(c1)OCCO2)c1ccccc1 (configuration not stated),-5%,0.0%,1%,-20%,1%,8%,-3,-16%[46.1 µM],22%,2%
CCN1C(=O)[C@@H]2[C@@H](c3ccc(-c4ccc(OC)cc4)c(OC)c3)N3CCCC[C@@]3(C(=O)OC)[C@@H]2C1=O,-15%,4.6%,·,0%,-6%,-22%,6,-3%,2%,-4%
O=C(Nc1cc(=O)[nH]c2ncnn12)c1ccccc1F,-4%,-0.3%,-16%,-6%,0%,8%,-1,11%,1%,3%
Cc1cc(NC(=O)COC(=O)CCNS(=O)(=O)c2c(Cl)cccc2Cl)no1,-6%,0.4%,2%,40%,-3%,5%,2,7%,4%,-12%
COc1ccccc1NC(=O)CSc1nnc(-c2ccc(NC(C)=O)cc2)n1C,-4%,0.0%,3%,5%,-6%,-3%,-1,-1%,-28%,-1%
O=C(CN(Cc1ccccc1)S(=O)(=O)c1ccc(F)cc1)NCc1ccncc1,-12%,-0.1%,3%,-22%,0%,2%,22,-5%,6%,2%
CC1CCN(C(=O)c2ccc(-n3cnnn3)cc2)CC1,15%,0.0%,-2%,36%,-2%,5%,-1,-5%[46.1 µM],12%,·
O=C(OCC(=O)N1CCN(C(=O)c2ccco2)CC1)C1=COCCO1,-7%,0.5%,-1%,9%,-2%,?,0,4%,3%,10%

# Sorted by molecular weight (rising): part of the list above.
SMILES,Integrin act MD,B2AR arrestin,CXXC DNA block,BRCA1 expr up,PTAP TSG101 blk,ELG1 DNA repair,TRPV1 ag,TCR activator,p53 reactivation,AT treatment
COC(=O)c1c(-c2snnc2C)n[nH]c1C,28%,5.0%,-2%,-4%,0%,?,0,-2%,-2%,-4%
CC1CCN(C(=O)c2ccc(-n3cnnn3)cc2)CC1,15%,0.0%,-2%,36%,-2%,5%,-1,-5%[46.1 µM],12%,·
Cc1nc(-c2ccc(-n3nncc3-c3ccco3)cc2)cs1,0%,-0.4%,1%,25%,-6%,10%,10,-8%,0%,-5%
O=C(Cn1nnc(-c2ccccc2)n1)N/N=C/c1cc([N+](=O)[O-])c(Cl)cc1Cl,31%,-0.6%,-4%,4%,-3%,10%,-2,5%[46.1 µM],6%,0%
Cc1cc(NC(=O)COC(=O)CCNS(=O)(=O)c2c(Cl)cccc2Cl)no1,-6%,0.4%,2%,40%,-3%,5%,2,7%,4%,-12%

# Continued.
SMILES,Integrin act MD,B2AR arrestin,CXXC DNA block,BRCA1 expr up,PTAP TSG101 blk,ELG1 DNA repair,TRPV1 ag,TCR activator,p53 reactivation,AT treatment
O=C(NNC(=O)C1CCN(Cc2ccc(Cl)c(Cl)c2)CC1)c1cccs1,-263%[inhibitor],0.1%,3%,-15%,0%,?,7,4%,11%,6%
CN(C)C(=O)N1CCCC(C(=O)NCc2ccccc2)C1 (configuration not stated),0%,-0.5%,-1%,-5%,1%,21%,-2,0%,-4%,-8%
C=CCNc1cc(=O)n(Cc2ccccc2)c(=O)[nH]1,7%,·,·,-15%,0%,·,·,-5%,·,·
Cc1nn2cc(-c3ccc(-c4ccccc4)cc3)nc2s1,7%,-0.3%,-14%,79%,1%,?,-1,-8%,27%,8%
CC(C)(C)NC(=O)CSc1nc2scc(-c3ccccc3)c2c(=O)[nH]1,21%,-0.7%,23%,-48%,0%,7%,-1,-3%[46.1 µM],-3%,2%
CCOc1ccc(NC(=O)CN(C)C(=O)Cn2c(=O)cnc3ccccc32)cc1OCC,-13%,-0.1%,·,-21%,-2%,0%,2,9%,-2%,-5%
O=C(NCCCO)/C(=C/c1ccco1)NC(=O)c1ccc(Br)o1,10%,-0.3%,-1%,1%,0%,15%,1,0%[46.1 µM],-13%,5%
O=C(Nc1ccncc1)c1ccc(S(=O)(=O)Nc2ccccc2)cc1,-3%,0.1%,2%,-19%,-4%,?,19,0%,-6%,0%
Cc1sc2nc(-c3ccccn3)[nH]c(=O)c2c1-c1ccccc1,-41%,11%,25%,49%,-4%,-18%,?,3%,-4%,?
COc1ccc(C2NC(=O)c3sc(=S)n(-c4ccccc4)c3N2)cc1 (configuration not stated),10%,-0.1%,6%,5%,-7%,-11%,1,5%,5%,0%
CNc1c([N+](=O)[O-])ncn1C,10%,0.3%,-4%,-5%,-2%,3%,-2,3%,0%,·
COc1ccc(S(=O)(=O)N(CC(=O)NC(C)C)Cc2ccccc2)cc1,9%,-1.8%,-2%,1%,1%,0%,-3,·,-3%,1%
Cc1c(C)n(C)c2ccc(C(=O)NCCCN3CCN(c4ccc(F)cc4)CC3)cc12,-42%,-0.4%,-17%,1%,-2%,-5%,4,0%,-4%,1%
O=S(=O)(Nc1ccccc1Cl)c1ccc2[nH]c(=S)oc2c1,21%,-0.3%,-2%,-9%,-2%,9%,0,-2%,-7%,-1%
COC(=O)Cn1ncn2c(cc3oc(C)cc32)c1=O,16%,0.0%,-5%,?,-2%,?,1,2%,?,4%
Cc1ccc2c(c1)N(C(=O)CCC(=O)Nc1ccccc1Cl)CC(C)O2 (configuration not stated),2%,0.1%,·,-4%,0%,?,21,-5%,13%,0%
O=C1NC(=S)S/C1=C/c1ccc(Oc2cnccn2)cc1,-11%,0.3%,-7%,33%,-5%,8%,-1,7%,23%,-1%
O=C(O)CCc1ccc(-c2ccc(F)cc2)n1CCC(=O)O,-8%,-1.8%,-7%,-1%,2%,-2%,-2,0%,12%,2%
Cc1noc(C)c1NC(=O)N(C)C[C@H]1Oc2ccc(NC(=O)NC(C)C)cc2C(=O)N([C@H](C)CO)C[C@@H]1C,-34%,-0.5%,·,3%,-1%,16%,·,-3%,-1%,3%
